KLK7 zymogen act: proKLK7 zymogen activators, primary screen, biochemical, fluorescence intensity; Kallikrein-7 (Homo sapiens), P49862; purified proKLK7, EDANS-DABCYL substrate fluorescence; 100% is mature enzyme control, 0% vehicle; activation, % at 7 µM; hit rate 0.9% among 370,000; AID 652039, 2013;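 active = activation above the mean of all tested compounds plus 3 SD, computed per campaign excluding outliers beyond control limits, cut at about 13% in these data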
Target sequence (P49862 whole entry, looked up): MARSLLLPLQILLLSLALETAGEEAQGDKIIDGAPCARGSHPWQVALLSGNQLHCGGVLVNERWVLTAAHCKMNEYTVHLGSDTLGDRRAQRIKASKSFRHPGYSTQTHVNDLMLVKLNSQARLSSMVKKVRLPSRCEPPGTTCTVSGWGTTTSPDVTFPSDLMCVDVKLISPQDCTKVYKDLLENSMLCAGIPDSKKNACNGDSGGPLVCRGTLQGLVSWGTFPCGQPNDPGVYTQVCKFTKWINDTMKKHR
sPLA2-III inh: human group III sPLA2 inhibitors, primary screen, biochemical, QFRET, BODIPY PC-A2 liposome substrate | Group 3 secretory phospholipase A2 (Homo sapiens), Q9NZ20 | QFRET BODIPY PC-A2 liposome hydrolysis, fluorescence | AID 743126, 2013 | inhibition, % at 12.2 µM | hit rate 0.56% among 370,000;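 active = inhibition above mean plus 3 SD of compounds lying within the high and low control bounds, cut at about 19% in these data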;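 note: 0% = median of test compound wells and 100% = no enzyme DMSO wells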
Target sequence (Q9NZ20 whole entry, looked up): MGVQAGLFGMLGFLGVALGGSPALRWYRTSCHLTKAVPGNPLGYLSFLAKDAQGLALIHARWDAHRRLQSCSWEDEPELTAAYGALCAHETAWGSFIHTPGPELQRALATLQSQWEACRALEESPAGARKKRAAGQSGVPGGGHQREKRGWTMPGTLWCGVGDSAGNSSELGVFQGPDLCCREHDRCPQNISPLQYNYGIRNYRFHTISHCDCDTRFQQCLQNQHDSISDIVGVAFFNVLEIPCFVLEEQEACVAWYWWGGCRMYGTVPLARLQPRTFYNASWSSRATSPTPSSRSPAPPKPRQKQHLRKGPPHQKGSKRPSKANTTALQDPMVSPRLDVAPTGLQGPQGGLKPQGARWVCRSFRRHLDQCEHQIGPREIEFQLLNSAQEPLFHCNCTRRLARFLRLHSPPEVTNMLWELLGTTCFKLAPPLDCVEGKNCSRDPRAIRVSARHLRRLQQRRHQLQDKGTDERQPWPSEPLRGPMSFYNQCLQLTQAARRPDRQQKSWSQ
GAA850 FXN act: FXN promoter activators, primary screen, cell-based, luciferase luminescence, HEK293 lucGAA850. HEK293 lucGAA850 FXN promoter luciferase reporter, 24 h; percent of 10 µM SAHA response. activation, % at 6 µM. hit rate 0.56% among 360,000. AID 540364, 2011;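 active = activation above the average of all compounds screened plus 3 SD, cutoff fixed separately per campaign, cut at about 7.5% in these data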;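 note: 0% = DMSO wells and 100% = 10 µM SAHA wells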
NPR1 activator: GC-A stimulated cGMP production enhancers – HEK293 GC-A cells, cGMP TR-FRET, EC30 ANP, primary screen; Atrial natriuretic peptide receptor 1 (Homo sapiens), P16066; 0% at EC30 ANP, 100% saturating ANP; activation, % at 10 µM; hit rate 0.14% among 370,000; in the data active = activation above about 40%
ssDAF12 agonist: S. stercoralis DAF-12 nuclear receptor activators, primary screen, cell-based, luminescence, HEK293, GRIP1 co-expression, lit1-tk-luc; hit rate 1% among 370,000; HEK293 ssDAF-12/GRIP1 lit1-tk-luc reporter; % of 3 µM dafachronic acid response; activation, % at 6.8 µM;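 active = activation above the mean over all tested compounds plus 3 SD, cut at about 0.9% in these data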;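 note: 0% = DMSO-only wells and 100% = 3 µM delta7-dafachronic acid wells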
hgDAF-12 ag: H. glycines DAF-12 receptor agonists, primary screen, cell-based, luminescence, HEK293, GAL4 fusion, UAS-luciferase. Nuclear hormone receptor DAF-12 (Heterodera glycines), GAL4 fusion. HEK293 GAL4-hgDAF12 UAS-luciferase reporter, agonist luminescence; normalized to butyrate control. activation, % at 6.8 µM. hit rate 1.8% among 370,000. AID 687014, 2013;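 active = activation above a cutoff set at the mean of all screened compounds plus 3 SD, cut at about 10% in these data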;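 note: 0% = DMSO wells and 100% = sodium butyrate wells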
SMARCA2 act: SMARCA2 (BRM) function activators, primary screen, cell-based, luminescence, high throughput; MG213 cells, MMTV-luciferase reporter, dexamethasone, overnight; activation, % at 9.1 µM; hit rate 1% among 370,000; AID 652017, 2013; in the data active = activation above about 7.8%;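 note: 0% = vehicle wells and 100% = reference activator wells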
hcDAF-12 act: H. contortus DAF-12 nuclear receptor activators, primary screen, cell-based, luminescence, HEK293, lit1-tk-luc reporter. HEK293 hcDAF-12 lit1-tk-luc reporter; 0% DMSO, 100% Δ7-dafachronic acid. activation, % at 6.8 µM. hit rate 1.4% among 370,000. AID 652067, 2013;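 active = activation above the mean of all tested compounds plus 3 SD, cut at about 5.5% in these data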;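 note: 100% = response to 3 µM Δ7-dafachronic acid high control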
DAX1 inh-1: DAX1 (NR0B1) inhibitors, primary screen, cell-based, HEK293, Gal4-DAX1, luciferase luminescence | hit rate 0.99% among 340,000 | AID 504766, 2011 | Nuclear receptor subfamily 0 group B member 1 (Homo sapiens), P51843 | inhibition, % at 6.75 µM | HEK293 Gal4-DAX1 luciferase reporter;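 active = inhibition above the mean over all tested compounds plus 3 SD, cut at about 4.2% in these data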;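 note: 0% = DAX1-transfected cells with DMSO and 100% = empty-vector control cells with DMSO; inhibition shows as a rise in luminescence from relieved DAX1 repression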
Target sequence (P51843 207-470 limits assumed): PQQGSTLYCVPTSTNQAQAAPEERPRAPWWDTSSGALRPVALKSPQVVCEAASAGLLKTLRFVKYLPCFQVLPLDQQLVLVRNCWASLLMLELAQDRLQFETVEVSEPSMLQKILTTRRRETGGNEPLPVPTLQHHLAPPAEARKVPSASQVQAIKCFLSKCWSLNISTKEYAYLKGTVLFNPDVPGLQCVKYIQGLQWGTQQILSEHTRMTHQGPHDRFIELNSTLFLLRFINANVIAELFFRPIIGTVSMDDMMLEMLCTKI
DAX1 inh-2: DAX1 (NR0B1) inhibitors on StAR promoter, primary screen, cell-based, luminescence, SF-1 (NR5A1), full-length DAX-1. HEK293T StAR-luciferase reporter, SF-1/DAX-1 repression relief. hit rate 1.1% among 370,000. inhibition, % at 6.8 µM. AID 652010, 2013;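 active = inhibition above the mean over all tested compounds plus 3 SD, cut at about 3.6% in these data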;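 note: 0% = DAX-1 cells with DMSO and 100% = cells lacking DAX-1 with DMSO; higher inhibition means more luminescence from relief of DAX-1 repression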
GC-B act: human GC-B receptor activators, primary screen, HEK293 GC-B cells, cGMP TR-FRET, EC30 CNP. Atrial natriuretic peptide receptor 2 (Homo sapiens), P20594. 0% at EC30 CNP, 100% saturating CNP. activation, % at 10 µM. hit rate 0.11% among 370,000;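 active = activation at 10 µM reaching about 35% in either raw or pattern-adjusted values, limit read from the data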
* marks the source's active call; other numbers are inactive results; x = not tested or not shown. Compounds were not picked by outcome. Share with any hit: about 6.7%.

SMILES | KLK7 zymogen act | sPLA2-III inh | GAA850 FXN act | NPR1 activator | ssDAF12 agonist | hgDAF-12 ag | SMARCA2 act | hcDAF-12 act | DAX1 inh-1 | DAX1 inh-2 | GC-B act
C/C=C/c1ccc(OCCCN2C(=O)NC(C)(C)C2=O)c(OC)c1 | 0.4 | -8 | 1.9 | -1 | -0.9 | 5.0 | 1 | -0.6 | 0.5 | -0.4 | -9
Cc1ccc(C)c(NC(=O)C2CCCN2S(=O)(=O)c2cccnc2)c1 (stereo unspecified) | -0.2 | -1 | x | -2 | -0.3 | 0.2 | -4 | -1.2 | x | -0.7 | 6
Cc1[nH]c2ccccc2c1/C=N/NC(=O)c1ccc(N)cc1 | 0.9 | 4 | 3.4 | -5 | 0.1 | 2.2 | 9.3* | 4.8 | 1.0 | 0.0 | -1
CCC(C)[C@H](NC(=O)N1CCn2c1nc1ccccc12)C(=O)NCc1ccccc1 (stereo partly specified) | -0.1 | -7 | -1.4 | 0 | -0.4 | 1.2 | -2 | -1.2 | 0.3 | -0.8 | -2
O=C(CSc1ccccc1C(=O)O)NC1CCCCCCC1 | 0.0 | -4 | 0.2 | -1 | -0.9 | 3.4 | 1 | 0.4 | 0.7 | -0.2 | 7
COc1ccccc1NC(=O)COC(=O)CCc1ccc(S(=O)(=O)N2CCOCC2)cc1 | -0.7 | 2 | 2.5 | -1 | -0.7 | 1.3 | -2 | 0.5 | -0.2 | 0.8 | -3
COc1ccc(NC(=O)CSc2nnc(C3CC3)n2C)cc1S(=O)(=O)N1CCOCC1 | 0.1 | 4 | 1.6 | 0 | -0.1 | -0.7 | -3 | 0.4 | 0.4 | -0.2 | 3
COc1cc(OC)c2c(-c3ccccc3)cc(=O)oc2c1 | 0.2 | 1 | 1.3 | 3 | -1.7 | -1.9 | 0 | 0.6 | -2.1 | -1.4 | -4
Cn1cc(Cl)c(C(=O)OCC(=O)Nc2cccc(Cl)c2)n1 | -0.4 | 7 | -1.5 | 4 | -0.6 | -1.4 | -3 | 0.4 | 0.1 | -0.3 | -6
Cc1ccc(C)c(C(Nc2ccccc2)c2ccc3ccc(C)nc3c2O)c1 (stereo unspecified) | 0.3 | 19 | x | 0 | -0.8 | 0.0 | 0 | 0.4 | x | -1.5 | -5
Cc1ccc(C)c(NC(=O)c2ccc3nccnc3c2)c1 | 0.1 | 1 | -0.1 | 2 | -0.5 | -0.3 | 3 | 0.6 | 0.1 | 0.4 | 2
COc1ccc(Nc2cc(C)nc3ccc(OC)cc23)cc1 | -0.3 | -3 | 0.6 | -11 | -0.2 | 4.7 | 0 | -0.2 | 0.0 | -0.3 | -11
CC(=O)c1cccc(CN2CCN(Cc3ccc(F)cc3)C(CCO)C2)c1 (stereo unspecified) | 0.1 | 3 | 3.1 | -1 | -1.8 | -2.7 | -3 | 0.4 | 0.1 | -0.3 | 12
COc1ccc(CC(=O)N2CCN=C2SCc2cccc([N+](=O)[O-])c2)cc1 | -0.1 | -4 | 2.3 | 3 | -1.7 | -4.4 | -6 | -1.4 | -0.3 | -0.3 | 4
O=C(COC(=O)CCc1nc2ccccc2c(=O)[nH]1)NCc1ccc(F)cc1 | 1.6 | 10 | 2.9 | -6 | -0.6 | -3.6 | -3 | 0.9 | 0.9 | 0.5 | -10
CC(CN1CCOCC1)OC(=O)CCc1ccccc1 (stereo unspecified) | -0.7 | 8 | -0.9 | 2 | -0.7 | -0.1 | -5 | 0.5 | -0.5 | 0.0 | 1
CCc1c(C)nc(SCC(=O)NNC(=O)Cc2ccc(OC)cc2)[nH]c1=O | -0.7 | 0 | 0.2 | 1 | -1.0 | -2.4 | 1 | -1.6 | -0.5 | -0.4 | -4
O=C(c1cc2c(ccc3ccccc32)oc1=O)N1CCCC1 | 24* | 4 | 0.7 | 3 | -0.9 | -2.0 | 1 | -2.5 | 0.6 | -0.2 | 6
Cc1c(C)c2ccc(OC(C)C(=O)NCCc3c[nH]c4ccccc34)cc2oc1=O (stereo unspecified) | -0.6 | -33 | -3.4 | -4 | -1.7 | 2.0 | 2 | 2.6 | -0.5 | 0.7 | -2
O=C(NCc1ccc2c(c1)OCO2)c1cccc(F)c1 | 0.2 | -5 | -1.4 | 1 | -0.4 | 1.9 | -4 | 1.0 | 2.9 | -0.3 | 5
CCCCN(CCO)c1ncnc2sc(-c3ccccc3)cc12 | -3.3 | 10 | 1.6 | 24 | -1.4 | 0.3 | 0 | -0.6 | -0.8 | -0.4 | 22
COCCN1C(=O)CCC1(C)C(=O)NC1CCCC1 (stereo unspecified) | -0.6 | -1 | x | 7 | -1.5 | 1.8 | 1 | 0.2 | x | -0.1 | 1
CCOc1ccc(C2c3[nH]c4ccccc4c3C[C@H]3C(=O)N(C4CCN(Cc5ccccc5)CC4)CC(=O)N23)cc1OC (stereo partly specified) | -0.1 | -30 | -2.0 | -3 | -1.0 | 1.6 | 5 | -0.8 | 0.5 | 0.2 | 3
CCOC(=O)c1cc(-c2ccc(F)cc2)n(CCC(=O)NC2CCN(Cc3ccccc3)CC2)c1C | 0.2 | -37 | -0.2 | -10 | -2.1 | -1.9 | 0 | -2.2 | 0.0 | -0.1 | -6

Six entries already listed, sorted by formula weight, lowest first.
SMILES | KLK7 zymogen act | sPLA2-III inh | GAA850 FXN act | NPR1 activator | ssDAF12 agonist | hgDAF-12 ag | SMARCA2 act | hcDAF-12 act | DAX1 inh-1 | DAX1 inh-2 | GC-B act
COc1cc(OC)c2c(-c3ccccc3)cc(=O)oc2c1 | 0.2 | 1 | 1.3 | 3 | -1.7 | -1.9 | 0 | 0.6 | -2.1 | -1.4 | -4
O=C(c1cc2c(ccc3ccccc32)oc1=O)N1CCCC1 | 24* | 4 | 0.7 | 3 | -0.9 | -2.0 | 1 | -2.5 | 0.6 | -0.2 | 6
Cn1cc(Cl)c(C(=O)OCC(=O)Nc2cccc(Cl)c2)n1 | -0.4 | 7 | -1.5 | 4 | -0.6 | -1.4 | -3 | 0.4 | 0.1 | -0.3 | -6
C/C=C/c1ccc(OCCCN2C(=O)NC(C)(C)C2=O)c(OC)c1 | 0.4 | -8 | 1.9 | -1 | -0.9 | 5.0 | 1 | -0.6 | 0.5 | -0.4 | -9
Cc1ccc(C)c(NC(=O)C2CCCN2S(=O)(=O)c2cccnc2)c1 (stereo unspecified) | -0.2 | -1 | x | -2 | -0.3 | 0.2 | -4 | -1.2 | x | -0.7 | 6
COc1ccc(NC(=O)CSc2nnc(C3CC3)n2C)cc1S(=O)(=O)N1CCOCC1 | 0.1 | 4 | 1.6 | 0 | -0.1 | -0.7 | -3 | 0.4 | 0.4 | -0.2 | 3

Following part:
SMILES | KLK7 zymogen act | sPLA2-III inh | GAA850 FXN act | NPR1 activator | ssDAF12 agonist | hgDAF-12 ag | SMARCA2 act | hcDAF-12 act | DAX1 inh-1 | DAX1 inh-2 | GC-B act
COCC1CCCCN1C(=O)c1cccc(OC2CCN(C(=O)C3CC3)CC2)c1 (stereo unspecified) | 0.0 | 11 | 3.6 | 1 | 0.1 | 3.0 | 0 | 0.1 | 1.1 | 0.3 | 4
Cc1onc(-c2ccccc2Cl)c1C(=O)NCc1ccc(F)cc1 | 0.0 | -2 | 0.6 | 1 | -0.8 | -2.8 | 0 | -0.8 | 0.6 | 0.0 | 3
Cc1ccc([C@H]2N[C@]3(CCCN(Cc4ccccc4)C3=O)[C@H]3C(=O)N(Cc4ccccc4)C(=O)[C@@H]23)cc1 | -0.3 | -4 | -5.5 | 2 | -1.3 | 0.0 | -4 | -0.6 | 0.8 | -1.2 | 0
CCCCNC(=O)C1(C)CCN1Cc1ccc(C(=O)OCC)cc1 (stereo unspecified) | 0.3 | -2 | 0.2 | 2 | -0.9 | 0.2 | -2 | -0.7 | x | -0.6 | 1
COc1ccc(C)cc1NC(=O)CO/N=C(\N)CC(=O)Nc1ccccc1OC | -0.7 | -6 | -1.1 | -10 | -0.8 | -1.4 | 1 | -1.0 | -0.7 | -1.2 | -10
CCCCCCCCN1C(=O)[C@@H](CC(=O)NCCCCc2ccccc2)C[C@@]2(C(=O)OC)C1=C[C@H](C(C)(C)C)O[C@@H]2C | -0.6 | 0 | x | -2 | -1.4 | 1.2 | 0 | -2.0 | x | -0.3 | 7
COc1cc2c(cc1OC)C1(Nc3c-2c(Cc2ccccc2)nn3-c2ccccc2)C(=O)Nc2ccccc21 (stereo unspecified) | -0.7 | 1 | 2.4 | 17 | -1.3 | 1.1 | 1 | 0.1 | 2.0 | -0.2 | -3
CN(C)CCNC(=O)Cn1ccc2cc(S(=O)(=O)N3CCCCC3)ccc21 | -0.1 | -5 | 0.0 | 0 | -1.1 | 2.2 | -2 | 1.8 | 0.5 | 0.9 | -1
CC(Oc1ccc(C(C)(C)C)cc1)c1ccnc2nc(/N=C/N(C)C)nn12 (stereo unspecified) | 2.1 | -8 | 2.2 | 1 | -1.1 | -2.2 | 0 | -2.1 | 0.4 | -0.9 | 2
CC(C)C(c1nnnn1Cc1ccco1)N1CCC(C(N)=O)CC1 (stereo unspecified) | 0.3 | -4 | 1.4 | 3 | -0.9 | 3.3 | 3 | -1.0 | -1.1 | 0.4 | 0
CCn1c2c(n(C(C)=O)c1=O)C=C(C(=O)N1CCCC1)C(C)C(c1ccccc1)=C2 (stereo unspecified) | 3.1 | -7 | x | 2 | -0.6 | -0.2 | -1 | -0.1 | x | -1.2 | -1
Cc1c(NC(=O)Oc2ccccc2)sc(=S)n1C | 0.4 | -3 | 2.1 | -1 | -1.1 | 0.8 | 4 | 2.0 | -0.7 | 0.6 | 2
CN(C)CCCC1(O)c2ccccc2CCc2ccccc21 | -0.3 | -1 | 0.2 | -5 | -0.8 | 1.4 | -3 | -1.6 | 0.8 | -0.4 | -10
OCCC1CN(Cc2cccn2-c2cccnc2)CCN1Cc1ccc(F)cc1 (stereo unspecified) | 0.5 | -4 | 1.2 | -2 | -1.4 | -1.3 | 1 | -0.7 | 0.3 | -0.3 | -5

Assay outcomes from PubChem BioAssay.
